Vif imaging = inhibitors of HIV Vif; HEK293T cells, Vif self-association by quenched fluorescence, imaging, 24 h; inhibition, % at 7.49 µM; 340,000 compounds, 0.35% hits; in the data active means inhibition above about 50%, passing the limit was not always enough; further: some results filed as inactive read as strong as hits
CF NFkB inh = blocks PAF-induced NF-kB reporter in cystic fibrosis cells | inhibition, % at 5 µM | KKLEB NF-kB-GFP reporter, GFP fluorescence overnight | 360,000 compounds, 0.86% hits;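 active means at least 50% inhibition at 5 µM, scaled per plate between neutral and stimulator controls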;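 further: PAF is a Pseudomonas aeruginosa culture filtrate used as stimulus; plate controls were PAF-stimulated DMSO wells for no effect and unstimulated DMSO wells for full effect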
Peg3 prom inh = reduces Peg3 promoter-driven luciferase expression in HeLa. HeLa PEG-Prom luciferase reporter, luminescence, overnight. inhibition, % at 20 µM. 360,000 compounds, 1.7% hits. AID 588405;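 active means inhibition of at least 50% at 20 µM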
HIF-2a block = blocks HIF-2a reporter activity | inhibition, % at 18.8 µM | 786-0 RCC cells HIF-2a reporter, luciferase luminescence, overnight | 360,000 compounds, 0.72% hits | AID 624352;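 active means inhibition of the luminescence signal of 40% or more relative to plate controls, in a single-dose primary screen at 18.75 µM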
KKLEB cytotox = CF airway cell cytotoxicity counter-screen; KKLEB CF airway cells viability, ATPlite luminescence, overnight; stronger effect = lower value; cells stimulated with P. aeruginosa culture filtrate; activity change (cytotoxicity), % at 5 µM; 360,000 compounds, 0.36% hits; AID 602141;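 active means corrected activity change at or below -50% at 5 µM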
TRPM1 prom inh = MITF TRPM1 promoter inhibition in SK-MEL-5 cells; SK-MEL-5 TRPM1 promoter luciferase, 24 h; AID 488899; 330,000 compounds, 0.83% hits; inhibition, % at 12.5 µM;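 active means mean inhibition across replicates of 60% or more, whatever share of single replicates reaches that level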; further: values of inactives mirror those of a sister screen read the other way
PDI inh = PDI (human) enzyme inhibition | PDI insulin aggregation turbidity, A650, 90 min | 350,000 compounds, 0.052% hits | inhibition, % at 10 µM | P07237;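 active means mean inhibition across replicates of 30% or more, whatever share of single replicates reach that level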;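 further: absorbance from insulin aggregation driven by PDI reduction with DTT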
Target sequence (P07237 whole entry, looked up): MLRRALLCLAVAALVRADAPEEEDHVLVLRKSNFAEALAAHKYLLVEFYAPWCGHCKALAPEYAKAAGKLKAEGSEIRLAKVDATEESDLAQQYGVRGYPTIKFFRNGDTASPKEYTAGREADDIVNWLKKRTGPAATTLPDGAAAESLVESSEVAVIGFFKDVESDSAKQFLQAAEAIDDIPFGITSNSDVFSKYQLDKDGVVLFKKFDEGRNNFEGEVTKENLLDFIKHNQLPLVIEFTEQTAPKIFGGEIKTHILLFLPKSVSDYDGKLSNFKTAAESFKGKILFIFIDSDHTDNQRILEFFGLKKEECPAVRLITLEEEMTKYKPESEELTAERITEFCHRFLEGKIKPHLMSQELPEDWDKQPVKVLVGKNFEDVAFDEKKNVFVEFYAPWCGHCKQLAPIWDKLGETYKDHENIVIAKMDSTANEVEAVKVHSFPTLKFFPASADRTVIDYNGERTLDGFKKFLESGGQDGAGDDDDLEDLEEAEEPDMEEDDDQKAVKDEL
CaV13 ICDI inh = Primary screen for inhibitors of IQ motif and Ca2+-dependent inactivation inhibitor domain binding in CACNA1D, Förster resonance energy transfer in living cells, …. inhibition, % at 12.3 µM. HEK cells, CFP/YFP FRET ICDI-IQ, plate reader, 10 min; percent FRET-ratio fall versus neutral wells. 340,000 compounds, 0.098% hits;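 active means mean replicate inhibition of at least 30% and at least 1% of replicates passing that level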;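 further: 0% = median of the neutral control wells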
NR2E3 ag-1 = activates human NR2E3 receptor; Q9Y5X4; CHO-S Gal4-NCOR/VP16-NR2E3 two-hybrid, luciferase; inhibition of corepressor binding, % at 3.98 µM; 360,000 compounds, 0.35% hits; AID 602229;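 active means inhibition above the mean of all tested compounds plus 3 SD, cut at about 70% in these data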;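 further: 0% = DMSO with NR2E3 transfected cells and 100% = cells lacking NR2E3 construct; higher means lower luciferase signal from less NR2E3 corepressor binding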
Target sequence (Q9Y5X4 whole entry, looked up, the tested form may be a part): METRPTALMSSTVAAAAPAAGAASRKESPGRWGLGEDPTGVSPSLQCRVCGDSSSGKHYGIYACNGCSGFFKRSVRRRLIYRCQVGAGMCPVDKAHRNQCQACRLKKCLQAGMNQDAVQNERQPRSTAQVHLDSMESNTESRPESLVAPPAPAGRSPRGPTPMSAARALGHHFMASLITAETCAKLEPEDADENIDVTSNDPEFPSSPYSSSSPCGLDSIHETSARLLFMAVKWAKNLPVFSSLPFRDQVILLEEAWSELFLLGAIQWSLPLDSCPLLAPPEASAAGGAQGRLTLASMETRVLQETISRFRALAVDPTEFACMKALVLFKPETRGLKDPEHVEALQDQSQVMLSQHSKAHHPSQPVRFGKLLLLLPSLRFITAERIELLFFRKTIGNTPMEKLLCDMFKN
NR2E3 ag-2 = agonists of human nuclear receptor NR2E3. GST-NR2E3/biotin-RetCOR TR-FRET, 1536-well. inhibition of corepressor binding, % at 4.78 µM. 320,000 compounds, 0.12% hits. AID 2300. Q9Y5X4;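 active means percent inhibition above the cutoff of mean plus 3 SD of all tested compounds, set per screening campaign, cut at about 20% in these data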;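 further: 0% = DMSO wells and 100% = biotin wells as full block of FRET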
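system = GST-tagged NR2E3 plus biotinylated RetCOR corepressor | input = 1.35 nM GST-NR2E3 | also added = 7 nM biotin-RetCOR | schedule = 5 h incubation at 4 °C | measured by = TR-FRET with europium anti-GST and streptavidin-D2, 340 nm excitation | read-out = percent loss of FRET ratio relative to control wells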
Shn3 3UTR inh = Schnurri-3 reporter inhibition in Clone20 osteoblasts; 360,000 compounds, 0.52% hits; inhibition, % at 12.5 µM; Clone20 osteoblast Shn3 3'UTR firefly luciferase, 24 h;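 active means mean inhibition of at least 75% with every replicate also reaching 75%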;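 further: 0% = median of neutral control wells and 100% = pilot-screen positive control compound; some compounds past the cut are filed as inactive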
* marks the source's active call; other numbers are inactive results; nt = no result given.

SMILES,Vif imaging,CF NFkB inh,Peg3 prom inh,HIF-2a block,KKLEB cytotox,TRPM1 prom inh,PDI inh,CaV13 ICDI inh,NR2E3 ag-1,NR2E3 ag-2,Shn3 3UTR inh
CC(CNc1ccc([N+](=O)[O-])c2cccnc12)Nc1c([N+](=O)[O-])cc(C(F)(F)F)cc1[N+](=O)[O-] (configuration not stated),5,-3,16,25,4,13,-8,-6,-10,1,24
CC(=O)c1ccc(NC(=O)CSc2nc3ccccc3c(=O)n2CCCN2CCOCC2)cc1,-5,-19,-23,-16,-9,-18,-6,-4,-38,nt,-5
COc1ccc(OC)c(S(=O)(=O)N2CCCc3ccccc32)c1,-3,2,-31,-39,-3,8,0,-5,-8,0,6
Cn1c(/C(C#N)=C(\O)c2cc(Cl)sc2Cl)nc2ccccc21,-21,-6,11,4,4,10,-6,-14,-13,-2,-20
CCc1nc(C(N)=O)c2[nH]c(=O)n(-c3ccccc3F)c2n1,6,-10,20,4,1,-2,-4,-7,-9,0,6
CCOCCn1ccc2c(OCC(=O)Nc3cc(OC)ccc3OC)cccc2c1=O,-5,10,46,0,-8,2,13,-1,16,2,9
C[C@H](NC(=O)c1ncn(Cc2ccccc2)c1C(=O)N[C@@H](C)c1ccccc1)c1ccccc1,2,22,20,31,-20,5,1,-8,5,2,21
O=C(CSc1nnc(CNC(=O)c2ccco2)o1)Nc1ccccc1C(F)(F)F,0,-7,-10,5,4,7,-2,-2,-13,1,-3
O=C(Cc1n[nH]c(=O)c2ccccc12)NCc1ccc(Cl)cc1,-1,-4,10,7,-4,5,3,2,-7,0,0
Nc1nc(SCC(=O)Nc2ccc(Br)cc2Br)n[nH]1,15,-4,-25,-32,4,-14,-18,-6,-11,nt,5
N#Cc1nc(Cc2cccc3ccccc23)oc1N1CCC(C(N)=O)CC1,-1,5,19,21,-2,1,1,nt,-9,0,6
CC(c1ccccn1)N(C)C(=O)c1ccc2nc(Cc3ccccc3F)oc2c1 (configuration not stated),3,-12,-324,-246,-7,-50,-2,-2,-110,-3,-129
CCN1C(=O)[C@H]2[C@H]3CN=C(SCc4ccc(C(=O)OC)cc4)N3[C@@](Cc3ccccc3)(C(=O)OC)[C@H]2C1=O,0,8,4,12,12,-10,15,-5,-24,nt,-10
CN(C)c1ccc(C2N3CC4(C)CN2CC(C)(C3)C4O)cc1 (configuration not stated),16,6,-1,3,10,-12,nt,-3,1,1,-12
COc1ccc(C(=O)Nc2nnc(-c3ccccc3)o2)cc1OC,12,-1,-4,0,4,3,3,-1,5,-4,-9
Cc1cccc(Cl)c1NC(=O)N1CCN(c2ccnc3cc(Cl)ccc23)CC1,5,14,13,21,7,2,4,-12,-11,5,25
COc1ccccc1N1CCN(C2CCCN(C(=O)CC(F)(F)F)C2)CC1 (configuration not stated),-2,-16,10,-4,5,18,7,-19,-3,2,-6
C=CCn1c2ccccc2c2nnc(SCC(=O)OCN3C(=O)c4ccccc4C3=O)nc21,16,-4,0,13,19,-1,-5,nt,12,1,2
CCN(c1ccccc1)S(=O)(=O)c1ccc(C(=O)NC2CCN(Cc3ccccc3)CC2)cc1,-19,-1,20,14,2,36,-11,nt,57,nt,76
COC(=O)C(c1ccccc1)C1(O)CC(C)N(C)CC1C (configuration not stated),8,2,3,18,-2,-4,9,-5,-11,-1,-4
CCOc1ccccc1N1CCN(S(=O)(=O)c2ccc3c4c(cccc24)C(=O)N3)CC1,-7,-7,21,9,0,9,1,-4,-26,2,4
O=C(/C=C/c1cccc([N+](=O)[O-])c1)NCCSCc1ccc(Cl)cc1,-2,-8,15,12,8,-2,20,nt,-33,2,12
COc1ccc(C2NC(c3ccc(OC)c(OC)c3OC)C(C)C(=O)C2C)c(OC)c1OC (configuration not stated),nt,11,14,18,5,16,-4,-6,-7,1,14
CCn1c(CSc2nc(C)cs2)nc2cc(S(=O)(=O)N(C)C)ccc21,-4,-12,1,3,-4,9,1,-3,19,0,53
CCOCCCn1c(=S)[nH]c2cc(C(=O)N3CCN(C)CC3)ccc2c1=O,1,3,-1,10,3,-1,-3,-6,-16,-2,1
c1ccc(CNc2nc(NCc3ccccc3)c3sccc3n2)cc1,-7,-22,-5,-12,-12,nt,4,-12,63,nt,22
CCC(C)NC(=O)C1CCCN(S(=O)(=O)c2ccc3c(c2)CC(C)N3C(=O)C2CC2)C1 (configuration not stated),-8,-5,2,18,-7,2,-11,-5,-9,-1,-8
O=C(NC(NC(=S)Nc1ccccc1O)C(Cl)(Cl)Cl)c1ccco1 (configuration not stated),13,0,18,16,-6,2,0,-3,9,-1,-24
CCCN1CCN(CCCNC(=O)Cn2nc(C)n3c(cc4cc(OC)ccc43)c2=O)CC1,-1,8,-2,5,3,-2,-3,-5,6,0,2
Cc1c(C)c2c(OCC(=O)N[C@@H](C)C(=O)O)cc3c(c2oc1=O)CCC(C)(C)O3,-4,1,-3,12,-5,-20,-6,-5,-10,4,0
CCCCC(CC)C(=O)Nc1cc(C(=O)NCCC)ccc1N1CCC2(CC1)CC(c1ccccc1)=NO2 (configuration not stated),0,20,16,8,1,11,1,-4,-5,0,7
Cc1ccc(N2CCN(c3ccc(C)cc3)C2c2cccnc2)cc1,-2,-8,-81,-75,3,0,0,-9,-29,-1,1
CC(C)c1ccc(CNCCCSc2ncccn2)cc1,-7,-1,-10,9,2,3,3,-5,-23,-4,3
C/C(=N\NC(=O)c1n[nH]c2c1CCC2)c1ccco1,nt,0,19,8,6,7,-11,-3,-39,0,7
CCOC(=O)c1sc2nc(CC(=O)OC)nc(N(C)CCc3ccccn3)c2c1C,-4,16,9,7,-4,8,1,-3,-7,-1,15
CCOc1cc(/C=N/NC(=O)c2cccc(S(=O)(=O)N3CCOCC3)c2)ccc1OCC(=O)N(C)C,-7,-2,4,11,-4,7,-5,-2,-10,-1,17
COC(=O)C1CCN(c2cnccn2)CC1,4,2,9,26,-14,-1,-5,-5,-34,1,-7
CCOC(=O)c1ccc(NC(C)=O)c([N+](=O)[O-])c1,6,14,9,12,-12,0,-4,-14,12,1,-41
CC(=O)Nc1ccc(NC(=O)C2CC(=O)N(C(C)C)C2)cc1 (configuration not stated),5,9,7,9,2,-6,6,-8,-11,-1,-19
CC1=C(C)CC(C(=O)Nc2nc(C)cs2)C(C(=O)O)C1 (configuration not stated),0,6,-2,2,12,2,1,-21,4,2,13
Cc1ccc(OCCN2CCC2(C)C(=O)NCc2cccc3ccccc23)cc1 (configuration not stated),nt,-4,-4,-1,-16,nt,4,-11,-28,nt,66
COCCN(CCOC)C(=O)CCn1c(=O)oc2ccccc21,2,0,2,17,-5,-1,-3,-4,-22,4,-18
COc1ccc(N2CC(C(=O)Nc3nnc(Cc4ccccc4)s3)CC2=O)cc1 (configuration not stated),14,-8,-7,9,6,-3,-1,-4,-6,0,9
Cc1ccc(C2C(C(=O)c3cccs3)=C(O)C(=O)N2c2nnc(C)s2)cc1 (configuration not stated),-1,1,-184,-214,-22,-25,-5,-3,-18,2,-19
O=C(O)Cc1ccc2c(c1)Cc1cccnc1O2,-2,-3,-38,-19,4,nt,4,-17,-40,nt,-4
CC(C)NC(=O)N1CC(c2ccccc2)C(c2ccc(Cl)cc2)=N1 (configuration not stated),14,23,-1,-17,-7,7,8,8,10,5,-1
CCCc1cc(=O)[nH]c2nnc(SCC(=O)NCc3ccc4c(c3)OCO4)n12,nt,-4,-19,2,2,2,1,-6,-22,1,-22
O=C(NNS(=O)(=O)c1ccccc1[N+](=O)[O-])c1ccc(F)cc1,7,-12,-18,9,4,3,4,3,13,-2,27
Cc1ccc(Cn2c(=O)c3ccccc3n3c(SCC(=O)N4CCCCC4C)nnc23)cc1 (configuration not stated),2,2,32,-2,0,-3,-4,nt,-28,3,23
COc1cc2c(cc1NC(=O)C1CCCO1)oc1ccccc12 (configuration not stated),-13,-15,-293,-282,20,-30,-8,-8,-164,-1,-80
CCOc1cc(NC(=S)NCc2ccco2)c(OCC)cc1NC(=O)CC(C)C,0,-20,15,9,3,-2,-10,-3,6,3,-5
NC(=O)c1ccc(Oc2ccc(C(N)=O)cc2)cc1,11,15,-11,15,-7,-8,5,3,26,1,-1
Cc1ccc(-n2c(-c3cc(-c4ccco4)[nH]n3)n[nH]c2=S)c(Br)c1,3,-3,8,15,-9,-3,-1,-5,-6,2,-7
N#Cc1c(C(F)(F)F)cc(-c2ccc(F)cc2)[nH]c1=O,-3,1,5,13,-6,6,-4,-4,-7,2,-3
CC(C)C(C(=O)Nc1nccs1)c1ccc(Cl)cc1 (configuration not stated),-2,8,-4,18,5,20,0,-5,-6,1,38
CC1(c2nnc(-c3ccc(F)cc3)o2)CC(c2c(Cl)cccc2Cl)=NO1 (configuration not stated),5,19,-24,-36,-17,-7,0,-4,-15,2,-1
O=C(O)c1ccc(Cl)c(S(=O)(=O)NC(Cc2c[nH]c3ccccc23)C(=O)O)c1 (configuration not stated),1,-5,-4,17,7,23,0,-21,-5,1,1
O=C(CCNS(=O)(=O)c1ccc(Cl)cc1)NCc1cccs1,2,1,-3,6,-9,-6,-7,-4,15,5,-6
CN(C)C(CNC(=O)c1ccc2[nH]c(=O)c(=O)[nH]c2c1)c1ccco1 (configuration not stated),22,-5,6,4,4,nt,-9,-6,16,3,74
Cc1nc(N2CCN(c3ccccc3O)CC2)c2c(-c3ccccc3)csc2n1,-2,45,66*,12,26,18,-3,-4,-24,5,21

The last two records of the section before lead into the next.
SMILES,Vif imaging,CF NFkB inh,Peg3 prom inh,HIF-2a block,KKLEB cytotox,TRPM1 prom inh,PDI inh,CaV13 ICDI inh,NR2E3 ag-1,NR2E3 ag-2,Shn3 3UTR inh
CN(C)C(CNC(=O)c1ccc2[nH]c(=O)c(=O)[nH]c2c1)c1ccco1 (configuration not stated),22,-5,6,4,4,nt,-9,-6,16,3,74
Cc1nc(N2CCN(c3ccccc3O)CC2)c2c(-c3ccccc3)csc2n1,-2,45,66*,12,26,18,-3,-4,-24,5,21
CC(C)CCNC(=O)NC(=O)CSc1ncccn1,-7,-17,10,0,8,-1,5,-1,-9,0,-10
O=C(CCC(=O)Nc1ccc(F)cc1)N/N=C/c1cccnc1,10,7,13,9,-2,-5,7,-4,-52,1,-4
O=C(Cc1c(O)c2ccccc2oc1=O)c1ccc(C(F)(F)F)cc1,-3,5,-11,2,9,-3,9,-2,-15,-1,17
CCc1cc2cc(C(=O)Nc3ccc(F)cc3)sc2s1,0,-14,-185,-243,18,-66,-4,nt,-6,30*,-16

Screens as filed in PubChem.

Random draw from the library; 3.3% or so of the library scored in one or more.
